# Compound activity: PubChem BioAssay, The Scripps Research Institute Molecular Screening Center
# CHRM4 antagonist: blocks acetylcholine activation of human M4 receptor. CHO-hM4 cells, ACh EC80, Fluo-8 calcium fluorescence. AID 624125. 360,000 tested, 0.73% active. inhibition, % at 3 µM;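 active = inhibition above its plate's cutoff, the mean inhibition of sample wells plus 3 SD, cut at about 27% in these data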;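 note: 0% = acetylcholine EC80 with DMSO and 100% = DMSO without agonist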
# OXTR potentiator: potentiators of human oxytocin receptor. 320,000 tested, 0.061% active. CHO-OTR cells, Fluo-8 calcium fluorescence, potentiator mode; 0% = oxytocin EC15, 100% = EC100. activation, % at 3 µM;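 active = activation above that plate's cutoff, the mean activation of tested compounds plus 3 SD, cut at about 6.6% in these data, passing the limit was not always enough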;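 note: 100% uses oxytocin at 75 nM as the full agonist control; some results filed as inactive read as strong as hits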
# Target sequence (P30559 whole entry, looked up): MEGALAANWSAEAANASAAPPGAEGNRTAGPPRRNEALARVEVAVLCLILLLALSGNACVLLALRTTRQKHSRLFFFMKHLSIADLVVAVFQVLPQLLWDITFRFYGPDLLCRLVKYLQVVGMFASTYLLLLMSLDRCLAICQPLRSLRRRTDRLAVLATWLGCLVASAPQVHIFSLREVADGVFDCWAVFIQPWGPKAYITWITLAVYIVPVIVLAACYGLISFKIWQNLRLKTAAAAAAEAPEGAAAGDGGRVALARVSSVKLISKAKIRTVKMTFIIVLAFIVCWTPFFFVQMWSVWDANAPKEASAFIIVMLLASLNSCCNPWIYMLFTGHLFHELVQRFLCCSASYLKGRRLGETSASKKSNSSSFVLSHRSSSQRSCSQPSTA
#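 Material: CHO-OTR cells, human receptor; compound dosing: single dose, 3.0 µM nominal final compound concentration; schedule: 6 min compound pre-incubation at room temperature, 100 s kinetic read; measured by: kinetic Fluo-8 calcium fluorescence; read-out basis: % activation vs EC15 and EC100 oxytocin; controls: EC15 oxytocin alone as 0%, 75 nM oxytocin as 100%; replicates: singlicate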
# M1 ag parental: M1 agonist counterscreen hit in parental CHO-K1 cells. Fluo-8 calcium fluorescence; scaled to maximal ATP response, vehicle zero. activation, % at 3 µM. 360,000 tested, 0.48% active; in the data active = activation above about 15%;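 note: untransfected CHO-K1 host cells lacking M1 receptor as counterscreen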
# M1 PAM: positive allosteric modulators of human M1 muscarinic receptor | CHO-K1 hM1, Fluo-8 calcium fluorescence, ACh EC20; 0% = ACh EC20, 100% = maximal ACh | activation, % at 3 µM | 360,000 tested, 0.088% active; in the data active = activation above about 19%, passing the limit was not always enough
# Target sequence (P11229 whole entry, looked up): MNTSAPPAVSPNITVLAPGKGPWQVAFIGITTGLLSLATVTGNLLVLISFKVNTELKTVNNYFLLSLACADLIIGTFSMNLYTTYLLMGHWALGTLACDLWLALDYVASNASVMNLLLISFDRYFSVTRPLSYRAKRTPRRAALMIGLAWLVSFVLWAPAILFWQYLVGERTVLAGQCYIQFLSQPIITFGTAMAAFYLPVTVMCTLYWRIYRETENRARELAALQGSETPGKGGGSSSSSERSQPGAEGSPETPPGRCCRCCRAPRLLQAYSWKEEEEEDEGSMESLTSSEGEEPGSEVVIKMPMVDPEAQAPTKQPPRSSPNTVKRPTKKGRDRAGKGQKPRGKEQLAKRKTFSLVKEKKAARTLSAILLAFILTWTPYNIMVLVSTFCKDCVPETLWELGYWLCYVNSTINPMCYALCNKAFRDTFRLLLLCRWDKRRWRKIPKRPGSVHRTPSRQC
# CHO-K1 Ca antag: nonselective inhibitor or artifact in parental CHO-K1 cells; ATP-induced calcium, Fluo-8 fluorescence; inhibition, % at 3 µM; 360,000 tested, 0.6% active; AID 602250;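 active = inhibition above a per-plate cutoff, the plate's mean sample inhibition plus 3 SD, cut at about 24% in these data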;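 note: 0% = DMSO plus EC80 ATP and 100% = DMSO alone without ATP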
# CHRM1 antagonist: blocks human M1 muscarinic receptor. P11229. CHO-K1 hM1, Fluo-8 calcium fluorescence, ACh EC80 antagonist. inhibition, % at 3 µM. 360,000 tested, 1.3% active. AID 588852;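 active = percent inhibition above its own plate's cutoff, namely the mean of that plate's compound wells plus 3 SD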;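 note: peak over basal fluorescence ratio during 140 s after agonist addition; 0% = ACh EC80 plus DMSO and 100% = DMSO alone without agonist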
# CHO parental Ca: counter-screen for OX1R antagonists: effect in parental CHO cells | 330,000 tested, 0.63% active | parental CHO-K1, ATP-induced calcium, Fluo-8 fluorescence | inhibition, % at 5.6 µM;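 active = inhibition above that plate's mean sample inhibition plus 3 SD, cut at about 26% in these data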;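 note: 0% = ATP-challenged DMSO wells and 100% = DMSO wells without ATP; some compounds past the cut are filed as inactive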
#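 test system = CHO parental line | reagent = ATP stimulus | measured by = intracellular calcium via Fluo-8 no-wash fluorescent dye | control set = ATP and no-ATP DMSO wells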
# M4 ag: agonists of human muscarinic M4 receptor (CHRM4) | P08173 | CHO-K1 hM4/Gqi5, Fluo-8 calcium fluorescence; vehicle 0%, full acetylcholine response 100% | activation, % at 3 µM | 360,000 tested, 0.14% active | AID 624127;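 active = activation above the run mean over all test wells plus 3 SD, cut at about 32% in these data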;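 note: peak over basal fluorescence ratio per well then scaled between controls; 0% = DMSO wells and 100% = acetylcholine at EC100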
# CHRM1 agonist: agonists of human M1 muscarinic receptor; P11229; 360,000 tested, 0.33% active; activation, % at 3 µM; AID 588814; CHO-K1 hM1, Fluo-8 calcium fluorescence, agonist mode; 0% DMSO, 100% acetylcholine EC100;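 active = activation above the run's mean compound activation plus 3 SD, cut at about 16% in these data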;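 note: peak over basal fluorescence ratio within a 140 s kinetic read after compound addition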
# * = called active by the depositor; . = not tested or not shown.
no.	SMILES	CHRM4 antagonist	OXTR potentiator	M1 ag parental	M1 PAM	CHO-K1 Ca antag	CHRM1 antagonist	CHO parental Ca	M4 ag	CHRM1 agonist
1	CCOC(=O)c1sc(NC(=O)Cc2ccc(C)cc2)nc1C	3.3	-0.6	-0.4	3.2	15.7	-0.1	-18.1	-1.0	-4.6
2	Cc1[nH]c(=O)n(C(C)C)c(=O)c1Br	-12.2	.	-0.2	19.3	3.2	-17.9	.	0.3	4.7
3	CSc1nc(N)nc(SCC(=O)C23CC4CC(CC(C4)C2)C3)c1C#N	2.7	-8.0	2.9	-13.9	-17.7	10.8	6.5	9.7	-4.8
4	O=C(CSC1=NCCS1)N1N=C(c2cccs2)CC1c1ccc(F)cc1 (stereo not given)	4.0	.	1.1	-12.5	6.3	19.4	.	3.0	-6.2
5	CC(C)(C)NC(=O)C1CCC(C)(C(=O)O)C1(C)C (stereo not given)	-16.2	-1.6	0.2	13.3	-4.8	-1.3	2.1	0.3	0.1
6	O=C(CCNS(=O)(=O)c1ccc2[nH]c(=O)oc2c1)NCc1ccccc1	11.5	0.8	0.1	6.6	-1.1	-1.0	-4.7	0.7	0.1
7	O=C(CNC(=O)c1cc(S(=O)(=O)N2CCOCC2)ccc1N1CCCC1)Nc1ccc(F)c(F)c1	-1.1	.	0.3	11.5	-3.5	-4.9	.	2.5	-3.3
8	CN(C)CCNc1oc(COc2ccc(-c3ccccc3)cc2)nc1C#N	-6.4	-9.5	2.9	4.8	-11.9	-0.9	-9.8	13.1	-3.7
9	Cc1noc(C)c1C(=O)Nc1nc(-c2ccc([N+](=O)[O-])cc2)cs1	5.2	-7.1	12.7	-6.0	-1.9	7.8	3.7	15.6	0.4
10	COc1cccc(C(=O)Nc2cccc(-c3nnc(-c4ccccc4)o3)c2)c1	11.2	-13.5	2.3	2.7	-8.2	-1.7	1.6	3.5	-0.1
11	CCOc1ccccc1NC(=O)c1ccc(NC(=O)c2ccco2)cc1	0.5	-8.7	1.6	3.3	10.3	-2.8	-22.1	4.0	-2.5
12	CSc1nncn1/N=C/c1ccccc1F	-0.7	1.1	1.6	2.0	-9.7	-6.7	-2.9	-0.5	-2.5
13	COc1ccccc1/C=C/C=N/NC(=O)c1ccco1	3.2	-6.0	1.1	4.4	-9.2	-8.8	-3.2	1.0	-3.2
14	O=C(c1[nH]c(C(F)(F)F)nc1-c1ccccc1)N1CCc2c([nH]c3ccccc23)C1	8.0	.	3.4	8.3	4.1	-25.6	.	5.7	1.9
15	O=C(N/N=C/c1ccc(Cl)cc1)c1n[nH]c2c1CCCC2	-3.1	-3.3	1.9	7.0	-2.8	-6.8	-5.2	1.5	-3.4
16	Cc1nn(-c2ccccc2)c2nc(N)c(C#N)c(-c3ccc(F)cc3)c12	-5.2	-7.5	0.3	1.3	-4.2	-1.4	-23.2	0.2	-3.1
17	CCNC(=O)C1CC(=O)N(c2ccc(OCC)cc2)C1 (stereo not given)	2.2	-15.8	-0.1	12.1	-0.5	-15.8	-4.1	0.6	-2.3
18	O=C(NC1CC1)c1cccc(S(=O)(=O)Nc2ccccc2F)c1	-15.7	-6.4	0.7	16.0	4.4	-16.6	-21.5	0.3	0.8
19	COc1cc(CC(=O)O)c([N+](=O)[O-])cc1OC	-4.7	-5.4	0.6	14.8	-1.9	-25.6	-7.7	0.0	-2.9
20	CCCn1c(=NC(=O)CCS(=O)(=O)c2ccccc2)sc2cc(S(N)(=O)=O)ccc21	-1.5	-13.6	0.2	3.0	3.7	0.6	-14.7	8.1	-4.5
21	CCC1(C)Cc2ccccc2C(=O)N1 (stereo not given)	-0.5	-11.7	1.2	19.0	-8.3	-18.4	3.3	0.3	-0.4
22	O=C(c1cc(-c2ccc(Cl)cc2)on1)N1CCN(c2ccccc2)CC1	-9.1	1.1	-0.2	7.8	0.3	1.5	1.4	1.3	0.9
23	CCOc1cc(C2C3=C(CCCC3=O)NC3=C2C(=O)CCC3)ccc1OCCO	-9.5	-14.8	0.6	5.7	-2.0	-11.6	6.0	1.2	3.5
24	CCOc1ccccc1N1CCN(C(=O)c2cc3ccccc3cc2OC)CC1	-5.6	.	-0.3	-4.8	13.7	10.1	.	3.4	0.2
25	CCC(=O)N1CCC1(C)C(=O)NCc1ccc(SC)cc1 (stereo not given)	-7.4	.	4.2	5.4	11.8	-5.3	.	0.3	-1.3
26	CCCCn1c(-c2cccc(C)c2)nc2cc3[nH]c(=O)c(C(C)C)nc3cc21	-19.3	-3.4	1.8	-2.7	-16.9	5.7	-49.0	0.9	2.7
27	CSc1ccc(C=NNc2ccc(S(=O)(=O)Nc3ccccc3C(=O)O)cc2[N+](=O)[O-])cc1	1.1	1.7	0.8	1.7	-13.7	-7.7	-9.6	0.3	-0.7
28	COCCOc1ccc(C(F)(F)F)cc1NC(=O)COC(=O)C1=COCCO1	-10.0	-7.3	3.8	10.6	-5.0	-9.8	-13.1	4.6	-1.1
29	NC(=O)c1cc(N2C(=O)C3CC=CCC3C2=O)ccc1N1CCCCC1 (stereo not given)	3.5	-10.2	1.4	1.9	-5.0	4.9	-5.6	2.2	-0.6
30	CC(C)COC(=O)n1c(=O)oc2cc(S(=O)(=O)N3CCCCC3)ccc21	-5.0	-12.0	3.5	-8.2	6.7	10.9	-5.8	8.3	-1.5
31	O=C(NC12CC3CC(CC(C3)C1)C2)C1CCCN1C(=O)NC1CCCCC1 (stereo not given)	-1.9	-20.8	2.5	4.2	-2.1	6.6	-8.4	0.5	-3.1
32	O=C(NCCc1nc(-c2ccccc2Cl)no1)c1ccccc1	3.1	-9.0	2.4	-2.4	-2.0	-2.4	-0.7	5.3	-1.4
33	CCOc1ccc(N(CC(=O)NC2CCCCC2)C(=O)CCC(=O)Nc2ccccn2)cc1	8.5	-8.6	1.5	8.2	-17.1	6.5	1.6	1.4	-4.7
34	O=C(Nc1cccc(C(F)(F)F)c1)N1CCN(C(=O)Nc2cccc(C(F)(F)F)c2)CC1	-0.2	-13.6	1.4	-1.1	0.3	8.9	0.8	5.6	3.5
35	CCOc1ccccc1-c1cc(C(=O)N/N=C/c2ccc3c(c2)OCO3)c2ccccc2n1	-21.5	.	0.2	6.4	-4.5	-31.7	.	1.8	-2.7
36	C=CCN(CC=C)C(=S)NC(=O)c1ccc(OC)c(Br)c1	8.4	-7.9	1.4	-1.2	-9.3	0.1	-9.8	3.5	-6.3
37	Cc1ccc(C(=O)NNC(=S)NCC2CCCO2)cc1[N+](=O)[O-] (stereo not given)	0.8	1.9	0.6	7.4	-2.2	-6.4	-12.8	0.9	-1.7
38	Cc1cc(C(=O)N2CCN(c3cc(Cl)ccc3C)CC2)on1	-3.1	-5.3	0.5	4.9	-12.5	-7.8	-9.0	1.6	-6.8
39	Cc1c(-c2n[nH]c(=S)n2-c2ccc(C(F)(F)F)cc2)nnn1-c1ccccc1	-3.3	-2.7	0.9	-8.0	5.0	4.7	-10.9	1.4	-4.7
40	COc1ccc(NC(=O)c2cc(C3CCCCN3C(=O)CCCc3ccccc3)on2)c(C)c1 (stereo not given)	-4.0	.	4.1	-1.5	4.0	-0.8	.	10.2	-3.9
41	COc1ccc(-c2csc(NC(=O)CCNC(=O)c3ccco3)n2)cc1OC	5.0	-1.0	3.1	0.7	-5.2	0.0	-21.9	9.6	-1.4
42	COc1ccc(S(=O)(=O)N2CCCCC2)cc1NC(=O)CCCNC(=O)c1ccc(Cl)cc1	2.7	-0.5	-0.7	-0.4	-16.3	-2.3	-25.1	-0.4	-4.0
43	CO/N=C/NC(=O)N1OC[C@@H]2COc3ccc4ccccc4c3[C@@H]21	-7.5	3.4	0.9	13.8	-12.7	-21.1	-6.1	1.5	0.3
44	O=C(NCc1ccccc1Cl)c1ccc2nnsc2c1	7.0	1.3	5.9	-7.8	-9.3	16.3	-1.4	10.8	-1.5
45	CC(C(=O)NCCc1ccccc1)N1c2cccc3cccc(c23)S1(=O)=O (stereo not given)	-3.9	-9.0	1.7	-0.2	-12.6	0.0	-16.0	5.0	-3.7
46	COc1ccc(O)c(C(=O)c2cnc3onc(C(C)C)c3c2)c1	4.4	-4.0	1.2	0.4	-8.2	0.7	-15.8	-0.9	-5.5
47	Cc1ccc2nc(NC(=O)CSCC(=O)Nc3cc(C)on3)sc2c1	-12.2	-5.2	0.3	12.2	-3.7	-10.5	-11.2	0.8	0.1
48	Cc1onc(-c2ccccc2)c1C(=O)c1ccccc1	-5.2	-2.1	-0.3	14.5	-9.4	-17.7	-13.8	-2.3	-4.9

# Rewritten in transposed form: two of the compounds above.
47) Cc1ccc2nc(NC(=O)CSCC(=O)Nc3cc(C)on3)sc2c1
48) Cc1onc(-c2ccccc2)c1C(=O)c1ccccc1

assay / compound	47	48
CHRM4 antagonist	-12.2	-5.2
OXTR potentiator	-5.2	-2.1
M1 ag parental	0.3	-0.3
M1 PAM	12.2	14.5
CHO-K1 Ca antag	-3.7	-9.4
CHRM1 antagonist	-10.5	-17.7
CHO parental Ca	-11.2	-13.8
M4 ag	0.8	-2.3
CHRM1 agonist	0.1	-4.9

# (further entries)
no.	SMILES	CHRM4 antagonist	OXTR potentiator	M1 ag parental	M1 PAM	CHO-K1 Ca antag	CHRM1 antagonist	CHO parental Ca	M4 ag	CHRM1 agonist
49	OC[C@@H](O)[C@@H](O)CO	9.8	-0.4	-0.3	-9.3	11.7	12.2	-6.0	-0.4	-0.8
50	O=C(NCCc1ccccc1)N1CCCC(CNS(=O)(=O)Cc2ccccc2)C1 (stereo not given)	2.4	-3.1	0.4	9.6	-16.2	-3.9	-14.3	0.7	-1.1
51	O=C(O)c1ccc([N+](=O)[O-])c(CS(=O)(=O)c2ccccc2)c1	-3.3	-2.4	-0.1	17.8	5.9	-12.3	-7.0	0.7	-2.2
52	O=C(COC(=O)c1ccncc1)Nc1ccc2c(c1)OCO2	6.0	-6.6	0.2	7.5	-8.5	-15.9	-7.3	-0.1	-0.1
53	O=C(COC(=O)c1ccccc1)Nc1ccc(Cl)cn1	-7.1	4.3	0.1	14.7	1.4	-6.9	5.9	0.1	-8.4
54	COCCCn1c(C(=O)N2CC(C)OC(C)C2)cc2c(=O)n3ccccc3nc21 (stereo not given)	-3.0	-2.4	2.5	6.5	-7.3	-7.3	-3.2	2.4	-2.6
55	CC(C)Oc1ccc(CNC(=O)Oc2ccccc2)cc1	10.9	.	-0.1	5.9	-3.6	-5.8	.	0.0	-2.6
56	CCOC(=O)NC(=O)c1cn(CCN(C)C)c(=O)[nH]c1=O	1.1	3.5	0.3	5.5	-3.7	-4.9	0.3	0.0	-2.3
57	CCN(CC)c1ccc2cc(C(=O)Nc3ccccn3)c(=O)oc2c1	-8.1	-4.1	0.8	5.1	-7.5	-8.7	-14.7	0.4	-3.6
58	CCc1cccc(C)c1NC(=O)CSc1nc2ccccc2n1CC(=O)N(C)C	-2.3	-7.6	0.1	1.0	-9.4	0.5	-13.1	0.1	-2.3
59	COC(=O)CN(c1ccc(F)cc1)S(=O)(=O)c1ccc2c(c1)OCCO2	1.6	0.5	0.1	8.2	10.1	1.5	-10.6	-0.3	5.0
